NS5 inhibitors: Dengue-2 NS5 methyltransferase inhibitors, primary screen, biochemical, confirmation dose response (AID 588689); inhibition, % at 25 µM; hits with a dose series show IC50 in µM; hit rate 0.3% among 340,000; Dengue-2 NS5 methyltransferase capping enzyme assay, biochemical; higher % means a stronger effect; in the data active = a potency from the dose series
NS5 inhibitors pilot replicate: further read-out of NS5 inhibitors, marked with its call; inhibition, %; measured here: pilot screen replicate inhibition
Starred values were filed as active, the others as inactive.

SMILES	NS5 inhibitors	others
COc1cc2sc(-c3ccc(S(C)(=O)=O)cc3)c(C#CCO)c2cc1OC	-12%
CCN1C(=O)[C@H]2[C@@H](c3ccc(C)cc3)N[C@]3(CCCN(Cc4ccco4)C3=O)[C@H]2C1=O	5%
O=C(CSc1nncs1)NNC(=O)c1ccco1	-9%
COc1ccccc1CNC(=O)C(=O)NCCC1CCCCN1S(=O)(=O)c1ccc(C)cc1 (stereo unspecified)	-6%
COc1ccc(S(=O)(=O)NCC(c2ccc(C)cc2)N2CCN(C)CC2)cc1 (stereo unspecified)	1%
O=C(NCC(=O)N1CCCC(C(F)(F)F)C1)c1ccco1 (stereo unspecified)	-3%
CC1CC(C)CN(C(=O)CSc2ncnc3sccc23)C1 (stereo unspecified)	-2%
Nc1ccn([C@@H]2O[C@H](CNCc3cc(Cl)ccc3OCc3ccc(Cl)cc3)[C@@H](O)[C@H]2O)c(=O)n1	1%
COc1ccc(C(CNC(=O)C(C)Oc2ccc(Br)cc2)N2CCCCC2)cc1 (stereo unspecified)	-2%
O=c1[nH]nc(-c2ccc([N+](=O)[O-])o2)c(=O)[nH]1	-5%
CN(C1CCS(=O)(=O)C1)S(=O)(=O)c1ccc2ccccc2c1 (stereo unspecified)	-4%
CCC[C@@H](CN1CCC[C@H]1CN1C(N)=NC[C@H]1CC(C)C)N1C[C@@H](Cc2ccccc2)N(CCCC2CCCC2)C1=N	-1%	NS5 inhibitors pilot replicate=-1.8
CC(C)N1CC2(CC(c3ccc(Cl)cc3Cl)=NO2)CN1C(=O)c1ccc(C(C)(C)C)cc1 (stereo unspecified)	2%
O=[N+]([O-])c1ccccc1CS(=O)(=O)c1ccccc1	4%
CC(C)(O)[C@@H]1CC(=O)[C@]2(C)[C@H](CC[C@@]3(C)[C@H](c4ccoc4)OC(=O)[C@H]4O[C@]432)[C@@]1(C)/C=C\C(=O)O	-1%
COc1ccc(C(=O)Nc2ccc(Cl)cn2)cc1S(=O)(=O)N1CCCC1	-9%
COc1ccc([C@H]2C[C@@H](n3cc(-c4ccc(F)cc4)nn3)[C@H](O)CN2C(=O)c2cccs2)cc1	-6%
COc1ccc(C(=O)COC(=O)c2nc3nccc(C)n3n2)cc1F	-4%
CCOc1ccc(C(=O)NC2CCCCCCC2)cc1	-1%
COc1c(OC)c2[nH]c(=O)cc3c4ccccc4n(c1=O)c23	4%
CN1CCCN(S(=O)(=O)c2ccccc2)c2nc3ccccc3nc21	4%
COC1OC2COC(c3ccccc3)OC2C2OC12 (stereo unspecified)	-5%
NC(=O)CCCn1c(C(=O)c2ccc(Cl)cc2)c2ccc(C(F)(F)F)cc2[n+]1[O-]	3%
O=C(Nc1ncccc1O)c1ccc(S(=O)(=O)NCc2ccco2)cc1	-1%
CCC1(c2ccc(F)cc2)NC(=O)N(CC(=O)NCC(=O)Nc2cccc(C)c2C)C1=O (stereo unspecified)	-5%
COc1ccc(-c2sc3ccccc3c2/C=C/c2ccc(N)cc2)cc1	-3%
CC1CCC2(CC1)NC(=O)N(CC(=O)Nc1cccc(S(=O)(=O)N(C)c3ccccc3)c1)C2=O (stereo unspecified)	4%
CCCCCCCCCCCCCCCC(=O)OC(CC(=O)O)C[N+](C)(C)C (stereo unspecified)	-1%
COc1ccc(S(=O)(=O)N(C)C[C@H]2Oc3ccc(NC(=O)Nc4ccc(C(F)(F)F)cc4)cc3C(=O)N([C@H](C)CO)C[C@@H]2C)cc1	5%
CCN(CC)Cc1c(C)[nH]c2ccc(NC(C)=O)cc2c1=O	-1%
CCCCOc1ccccc1-c1ccccc1CN1[C@@H](C(C)C)COCCS1(=O)=O	-1%
CC1(C)CC[C@]2(C(=O)O[C@@H]3O[C@H](CO)[C@@H](O)[C@H](O)[C@H]3O)CC[C@]3(C)C(=CCC4[C@@]5(C)CC[C@H](O[C@@H]6O[C@H](C(=O)O)[C@@H](O[C@H]7OC[C@@H](O)[C@@H](O)[C@@H]7O)[C@H](O)[C@H]6O)C(C)(C)C5CC[C@]43C)[C@@H]2C1 (stereo partly specified)	-10%
Cc1ccc(NC(=O)NC2CC(=O)N(c3ccc4c(c3)OCCO4)C2)c(C)c1 (stereo unspecified)	-4%
COc1ccc(-c2cc3cc(-c4cc(OC)c(OC)c(OC)c4)ccc3o2)cc1	-6%
COc1cc(NC(=O)Cc2ccc(S(=O)(=O)N3CCOCC3)s2)c(OC)cc1Cl	-1%
O=C(COC(=O)/C=C/c1cccc(C(F)(F)F)c1)Nc1cccc(S(=O)(=O)NC2=NCCC2)c1	1%
Cc1noc(C)c1NC(=O)Nc1ccc2c(c1)C(=O)N([C@H](C)CO)C[C@H](C)[C@H](CN(C)C)O2	3%
COc1cc2ccc(-c3ccc4ccccc4n3)cc2cc1OC	0%
O=C(O)c1ccc(N2C(=O)c3ccccc3C2=O)cc1[N+](=O)[O-]	-3%
O=C(COC(=O)COc1ccc(Cl)cc1)NC1CC1	-4%
Cc1ccc(OCCCC(=O)N(C)CC(=O)Nc2ccccc2Cl)cc1	1%
O=C(CCN1C(=O)C2CC=CCC2C1=O)OCC(=O)c1ccc(F)cc1 (stereo unspecified)	0%
CCc1ccc(NC(=O)CSc2n[nH]c(=O)n2C2CC2)cc1	4%
COc1ccc(-c2c(-c3ccc(C#N)cc3)oc(=O)c3cc(OC)c(OC)cc23)cc1	7%
Cc1cc(C(=O)COC(=O)c2ccc(O)cc2O)c(C)n1C(C)C	3%
Cc1ccc(C)c(NC(=O)c2cc(S(=O)(=O)N3CCCCC3)ccc2N2CCOCC2)c1	-8%
CCOC(=O)N1CCC2(CC1)NC(=O)c1ccccc1N2	-5%
COc1ccc([C@@H]2[C@@H]3C(=O)N(C(C)(C)C)C(=O)[C@@H]3[C@]3(Cc4ccc(Cl)cc4)C(=O)N(c4ccc(C)cc4)C(=O)N23)cc1	-5%
COc1ccc(NS(=O)(=O)c2cc(OC)ccc2OC)cc1	5%
COc1cc2c(cc1OC)CN(C(=O)c1ccc(Cl)c(S(=O)(=O)N3CCCC3)c1)CC2	5%
C#CCOCCOCCOCCNc1nc(N2CCN(C(=O)[C@H]([C@@H](C)O)n3cc(CCCCN)nn3)CC2)nc(N2CCN(C(=O)[C@H](CCCCN)n3cc(CCCC)nn3)CC2)n1	-6%
COc1ccccc1N1CCN(C(=O)c2cccc(S(=O)(=O)NCc3cccnc3)c2)CC1	-4%
CCN(C(=O)COc1cccc(-n2cnnn2)c1)C1CCS(=O)(=O)C1 (stereo unspecified)	3%
CC1=NN(CCc2ccccn2)C(=O)CC1	-5%
CC(C(=O)N1CCCC1)N1CCN(S(=O)(=O)c2ccc(C(C)(C)C)cc2)CC1 (stereo unspecified)	2%
CC(=O)c1ccccc1NC(=O)c1ccc(OCc2c(C)noc2C)cc1	-9%
Cc1ccccc1-c1nnc(SCC(=O)c2c(N)n(C3CC3)c(=O)[nH]c2=O)o1	0%
OCC[C@H]1C[C@@H](O)[C@H](O)[C@@]2(CCCc3ccccc3O2)O1	0%
Cc1ccc(NC(=O)Cn2ncc(Cl)c(Cl)c2=O)cc1S(=O)(=O)N1CCCCC1	-3%
COc1cc(OC)c(C(=O)Nc2cc(S(=O)(=O)N3CCOCC3)ccc2N2CCOCC2)cc1OC	1%

Next records.
SMILES	NS5 inhibitors	others
CC(C)CC1NC(=O)C(CC(C)C)N(CO)C1=O (stereo unspecified)	-2%
Cc1nnc(SC(C)C(=O)NC2CCCCC2C)s1 (stereo unspecified)	-7%
CCOc1ccc(S(=O)(=O)N2CCOCC2)cc1NC(=O)Cc1c(F)cccc1Cl	2%
Cc1cc(C([O-])=C(C(=S)Nc2ccc(F)cc2)[n+]2ccccc2)c(C)n1-c1ccc(F)cc1	5%
Nc1ncnc2c1ncn2[C@@H]1O[C@H](CNS(=O)(=O)c2cc3ccccc3s2)[C@@H](O)[C@H]1O	0%
COc1ccc2sc(-c3ccc(S(C)(=O)=O)cc3)c(C#Cc3cncn3C)c2c1	1%
NC(=O)CC(NC(=O)Cc1cccc2ccccc12)c1ccc(NC2CCCC2)c([N+](=O)[O-])c1 (stereo unspecified)	-9%
O=C(COC(=O)c1ccc([N+](=O)[O-])o1)NCc1ccc(F)cc1	1%
CCCCN(C(=O)c1cccc(S(=O)(=O)N(C)c2ccc(C)cc2)c1)c1c(N)n(CC(C)C)c(=O)[nH]c1=O	-1%
O=C(NCC(c1ccco1)N1CCOCC1)c1ccccc1 (stereo unspecified)	-1%
OCC[C@H]1C[C@@H](O)[C@H](O)[C@@]2(Cc3ccccc3CCO2)O1	1%
COc1ccc(NC(C)C(=O)Nc2cccc(S(=O)(=O)N3CCOCC3)c2)cc1OC (stereo unspecified)	0%
Nc1ccccc1-c1ccc([N+](=O)[O-])cc1	-2%
O=C(OCC(=O)N1CCOCC1)c1ccccc1OCc1ccc(Cl)cc1	-3%
CC(NC(=O)CSc1nnc2n1CCCCC2)c1ccccc1Cl (stereo unspecified)	-1%
Cc1ccn2c(=O)nc(SCC(=O)N3CCCCC3)nc2c1	0%
COc1ccc(C(=O)CN2CCN(CCN3C(=O)c4cccc5cccc(c45)C3=O)CC2)cc1	-10%
CC(NC(=O)CN1C(=O)NC2(CCCC2)C1=O)c1ccc2ccccc2c1 (stereo unspecified)	-4%
CSc1ccc(Cl)c(C(=O)NNC(=O)c2cccs2)c1	-8%
CCCn1c(N)c(N(CCOC)C(=O)CSCC(=O)Nc2ccc(OC)cc2)c(=O)[nH]c1=O	-4%

Sorted by molecular weight (largest number first): some entries from above.
SMILES	NS5 inhibitors	others
COc1ccc(S(=O)(=O)N(C)C[C@H]2Oc3ccc(NC(=O)Nc4ccc(C(F)(F)F)cc4)cc3C(=O)N([C@H](C)CO)C[C@@H]2C)cc1	5%
COc1ccc([C@@H]2[C@@H]3C(=O)N(C(C)(C)C)C(=O)[C@@H]3[C@]3(Cc4ccc(Cl)cc4)C(=O)N(c4ccc(C)cc4)C(=O)N23)cc1	-5%
CCC[C@@H](CN1CCC[C@H]1CN1C(N)=NC[C@H]1CC(C)C)N1C[C@@H](Cc2ccccc2)N(CCCC2CCCC2)C1=N	-1%	NS5 inhibitors pilot replicate=-1.8
Nc1ccn([C@@H]2O[C@H](CNCc3cc(Cl)ccc3OCc3ccc(Cl)cc3)[C@@H](O)[C@H]2O)c(=O)n1	1%
COc1ccccc1CNC(=O)C(=O)NCCC1CCCCN1S(=O)(=O)c1ccc(C)cc1 (stereo unspecified)	-6%
CC(C)(O)[C@@H]1CC(=O)[C@]2(C)[C@H](CC[C@@]3(C)[C@H](c4ccoc4)OC(=O)[C@H]4O[C@]432)[C@@]1(C)/C=C\C(=O)O	-1%
COc1ccccc1N1CCN(C(=O)c2cccc(S(=O)(=O)NCc3cccnc3)c2)CC1	-4%
COc1cc(NC(=O)Cc2ccc(S(=O)(=O)N3CCOCC3)s2)c(OC)cc1Cl	-1%
Cc1ccc(NC(=O)Cn2ncc(Cl)c(Cl)c2=O)cc1S(=O)(=O)N1CCCCC1	-3%
CCOc1ccc(S(=O)(=O)N2CCOCC2)cc1NC(=O)Cc1c(F)cccc1Cl	2%
CC(C(=O)N1CCCC1)N1CCN(S(=O)(=O)c2ccc(C(C)(C)C)cc2)CC1 (stereo unspecified)	2%
O=C(OCC(=O)N1CCOCC1)c1ccccc1OCc1ccc(Cl)cc1	-3%
CC(NC(=O)CSc1nnc2n1CCCCC2)c1ccccc1Cl (stereo unspecified)	-1%
CN1CCCN(S(=O)(=O)c2ccccc2)c2nc3ccccc3nc21	4%
O=[N+]([O-])c1ccccc1CS(=O)(=O)c1ccccc1	4%
CCOc1ccc(C(=O)NC2CCCCCCC2)cc1	-1%
O=c1[nH]nc(-c2ccc([N+](=O)[O-])o2)c(=O)[nH]1	-5%

Continued.
SMILES	NS5 inhibitors	others
Cn1cnc([N+](=O)[O-])c1S(=O)(=O)Oc1cccc2ccccc12	-41%
CCN(C(=O)COC(=O)COc1ccccc1Cl)c1c(N)n(Cc2ccccc2)c(=O)[nH]c1=O	-2%
Cc1ccc(-c2ccc(CN3C(CC(C)C)C(=O)N(Cc4cn(CCC5OCCCO5)nn4)CCS3(=O)=O)cc2)cc1 (stereo unspecified)	-6%
CC(=O)N1CCc2c(sc(NC(=O)c3ccc(S(=O)(=O)N(C)CC4CCCO4)cc3)c2C(N)=O)C1 (stereo unspecified)	-7%
O=C(CCC(=O)c1ccc(F)cc1)NN1C(=O)NC2(CCCCC2)C1=O	1%
Cc1cc(Br)c(NC(=O)COC(=O)c2ccc[n+]([O-])c2)c(Br)c1	-7%
O=S(=O)(Nc1c(F)cccc1F)c1ccc(Cl)nc1	0%
O=C(O)C(c1ccccc1)C1CCCCC1O (stereo unspecified)	4%
CC(C)Cc1nnc(NC(=O)C2CC(=O)N(c3ccc4c(c3)OCCO4)C2)s1 (stereo unspecified)	-6%
O=C(c1ccc(S(=O)(=O)NCc2ccco2)cc1)N1CCN(Cc2ccccc2F)CC1	1%
CCN(CC)S(=O)(=O)c1cc(NC(=O)CNc2cccc(S(=O)(=O)N3CCOCC3)c2)ccc1C	-4%
Cc1cc(Br)ccc1NC(=O)CN(C)C(=O)C1CCN(c2ncnc3sc(C)c(C)c23)CC1	-9%
C[C@H](CO)N1C[C@H](C)[C@@H](CN(C)Cc2ccccc2)Oc2c(NC(=O)c3ccncc3)cccc2C1=O	0%	NS5 inhibitors pilot replicate=-0.6
CC1(C(=O)Nc2nc3ccc(S(C)(=O)=O)cc3s2)CC1(Cl)Cl (stereo unspecified)	15%
NCCCC[C@@H](C(=O)N1CCNCC1)n1cc(CN)nn1	-2%
Nc1ccc(N2C(=O)c3ccccc3C2=O)c(Cl)c1	18%
COc1ccc(C(=O)Nc2ccccc2NC(=O)c2ccc(OC)cc2)cc1	5%
O=C(CNC(=O)c1ccc(Cl)cc1)NNc1c(F)c(F)cc(F)c1F	9%
CCC1(c2ccc(F)cc2)NC(=O)N(CC(=O)N2CC(=O)Nc3ccccc32)C1=O (stereo unspecified)	0%
CC(C)N(C(=O)CSc1nnc(C2CC2)n1C1CC1)c1ccccc1	-4%
Cc1onc(-c2ccccc2Cl)c1C(=O)O/N=C(\N)c1cccc([N+](=O)[O-])c1	-5%
Cc1cc(C)c(S(=O)(=O)N2CCCCC2CCNC(=O)C(=O)NC2CC2)c(C)c1 (stereo unspecified)	-6%

Only part of the results is shown. The share of hits here may be higher or lower than overall.
